From PubChem BioAssay
ERK EGF inh: qHTS Assay for Inhibitors of the ERK Signaling Pathway using a Homogeneous Screening Assay; Stimulation with EGF; HEK293-V1b, EGF-stimulated phospho-ERK AlphaScreen; Potency, µM (top dose mostly 11.5 µM), without a hit: top-dose activity change, negative = inhibition, hits mostly inhibitors; 130,000 tested, 0.41% active; active = well fitted inhibition curve with a large enough effect; inconclusive = small, poorly fitted or top-dose-only effect, or effect the other way;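 also: plate controls were stimulated vehicle wells for no effect and unstimulated vehicle basal for full effect; nearly all actives have a fitted effect of over 55% in size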
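EGF-stimulated (25 nM, 5 min) phospho-ERK in HEK293 cells stably expressing V1b, cells pretreated 30 min with compound at 37C. Homogeneous AlphaScreen read on lysates.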
* = called active by the depositor; ? = inconclusive; [ ] = remark or other dose. Potency is read from the fitted curve at half-maximal effect. Only part of the results is shown. The share of hits here may be higher or lower than overall.

SMILES | ERK EGF inh
Cc1ccc(C2C(C(=O)c3cccs3)=C(O)C(=O)N2c2ccc(S(N)(=O)=O)cc2)cc1 (configuration not stated) | 4.1%[57.5 µM]
O=C1CN(CC(=O)Nc2cccc(Cl)c2Cl)c2ccccc2N1 | -7.4%
Cc1cc(F)ccc1S(=O)(=O)N1CCCOC1CNC(=O)C(=O)NCCc1c[nH]c2ccccc12 (configuration not stated) | 16.5%
CCOc1cccc(NC(=O)c2ccc(S(=O)(=O)N3CCCC3)cc2)c1 | 0.4%[57.5 µM]
COC(=O)[C@@]1(Cc2ccc(OC)cc2)[C@H]2c3cc(C(=O)N(C)C)n(Cc4ccccn4)c3C[C@H]2CN1C(=O)c1ccccc1 | 2.1%
COc1ccc(N2C(=O)CC(Sc3n[nH]c(-c4ccccc4)n3)C2=O)cc1 (configuration not stated) | -12.6%[57.5 µM]
COc1cc2cc(C(=O)O)[nH]c2c(OC)c1OC | -2.3%[57.5 µM]
C/C(CCC1CC(C)OC1=O)=N\NC(N)=S (configuration not stated) | -15.4%[57.5 µM]
CCN(CC)CCSc1nc(O)c(Cc2ccccc2)c(=O)n1-c1ccccc1 | 6.1%
COCCn1nnnc1CN1CCC(C)CC1 | 6.8%
CC(/C=N/NC(=O)CN1CCN(Cc2ccc(Cl)cc2)CC1)=C\c1ccco1 | -4.0%
C#CCNC(=O)C1=C[C@H](c2ccc(Br)cc2)C[C@H](OCc2ccc(CO)cc2)O1 | -3.4%[57.5 µM]

Copied from the list:
Value for `CCOc1cccc(NC(=O)c2ccc(S(=O)(=O)N3CCCC3)cc2)c1` in ERK EGF inh: 0.4%[57.5 µM]
Value for `CCN(CC)CCSc1nc(O)c(Cc2ccccc2)c(=O)n1-c1ccccc1` in ERK EGF inh: 6.1%
Value for `Cc1cc(F)ccc1S(=O)(=O)N1CCCOC1CNC(=O)C(=O)NCCc1c[nH]c2ccccc12` (configuration not stated) in ERK EGF inh: 16.5%

(listing goes on)
SMILES | ERK EGF inh
CC1CC(OCC(O)CN2CCOCC2)CC(C)(C)C1 (configuration not stated) | 8.4%
CCc1ccccc1NS(=O)(=O)c1ccc2c(c1)NC(=O)CC(=O)N2 | 4.3%
Cc1cc(C)cc(NC(=O)C(=O)NCCCN2CCOCC2)c1 | 6.8%
COc1ccc(NC(=O)CN(Cc2ccccc2)S(C)(=O)=O)cc1OC | -11.8%
CCCC12CN3CCN(CC(C3)/C1=N\NC(=O)c1ccccc1Cl)C2 | 3.4%
CSCCC(NS(=O)(=O)c1ccc2c(c1)c(=O)n(C)c(=O)n2C)C(=O)NC1CCN(Cc2ccccc2)CC1 (configuration not stated) | 3.1%[57.5 µM]
CN(C)CCc1c[nH]c2ccc(Cn3cncn3)cc12 | 10.6%
COc1ccc(-c2cc(-c3cccnc3)c(C#N)c(N)n2)cc1 | -0.7%[57.5 µM]
CCN(Cc1ccccc1)C(=O)Cn1c(=O)oc2ccccc21 | 3.1%
CCN(CC)C(=O)CSc1nc(N)c(C#N)c(-c2cccs2)c1C#N | 11.6%
Cc1ccc(N(CC(=O)N/N=C/c2cccnc2)S(=O)(=O)c2ccccc2)cc1 | -7.2%
CC(C)Sc1nc2c(c(=O)[nH]c(=O)n2C)n1CC(O)COc1ccccc1 (configuration not stated) | -1.0%[57.5 µM]
CN(C)Cc1cc(C(C)(C)c2cc(CN(C)C)c(O)c(CN(C)C)c2)cc(CN(C)C)c1O | -8.8%
Clc1ccc(CNC23CN4CN(CN(C4)C2)C3)c(Cl)c1 | 4.5%
C[C@@H](C(=O)Nc1ccc2ccccc2c1)[C@@H]1C[C@@]1(C)[C@@H](NS(=O)(=O)c1ccccc1)c1ccccc1 | -19.0%
COc1ccc(/C=C/C(=O)NCCc2ccc(OC)c(OC)c2)cc1 | -3.2%
O=C(COC(=O)C1CC1)Nc1ccc2[nH]c(=O)[nH]c2c1 | -13.0%
O=S(=O)(NC1=NCCCCC1)c1ccc(Cl)cc1 | -0.1%
CCN1C(=O)c2cccc3c(S(=O)(=O)NCc4ccco4)ccc1c23 | -7.6%
Cc1cc(C)cc(NC(=O)C(c2ccccc2)N2CCCC2)c1 (configuration not stated) | 1.5%
CN(C)c1ccc(/C=N/n2c(-c3ccccc3Br)n[nH]c2=S)cc1 | 13.9%[57.5 µM]
COCCOC(=O)c1c(C)oc2cc(Br)c(OCC(N)=O)cc12 | -2.4%
CCN(CC)S(=O)(=O)c1ccc(C(=O)OCn2c(SC)nnc(C)c2=O)cc1 | 1.8%
O=S(=O)(c1ccccc1)N1CCN(c2ccnc3cc(Cl)ccc23)CC1 | 0.2%

Molecules shown so far containing a thiophene ring, fused or not:
SMILES | ERK EGF inh
Cc1ccc(C2C(C(=O)c3cccs3)=C(O)C(=O)N2c2ccc(S(N)(=O)=O)cc2)cc1 (configuration not stated) | 4.1%[57.5 µM]
CCN(CC)C(=O)CSc1nc(N)c(C#N)c(-c2cccs2)c1C#N | 11.6%

(continued)
SMILES | ERK EGF inh
O=c1[nH]c(-c2ccc(F)cc2)nc2c1sc(=S)n2-c1ccccc1 | 2.0%
COC(=O)CN1C(=O)N/C(=C/c2cc(Cl)c(OC)c(OC)c2)C1=O | -2.9%
Cc1ccc(C)c(-n2cc(CNC(C)Cn3cncn3)c(-c3ccccc3)n2)c1 (configuration not stated) | -2.7%[57.5 µM]
COc1ccc(C(=O)N2CCC[C@@]3(CCN(C(=O)NC(C)C)C3)C2)cc1 | -4.1%
CN1CCN(C(=O)c2cc(COc3ccc(F)cc3Cl)on2)CC1c1ccccc1 (configuration not stated) | -17.6%
O=C(NC(=S)N1CCN(C2CCCCC2)CC1)c1ccccc1 | -4.0%
O=C(CSc1nc2ccccc2c(=O)n1CCCN1CCOCC1)Nc1cccc(S(=O)(=O)N2CCCCCC2)c1 | -1.3%
CCNC(=O)CC1C(=O)N(c2ccc(F)cc2)C(=O)N1CCc1sccc1C (configuration not stated) | -5.0%
O=C(Nc1nc(-c2ccccn2)cs1)C1COc2ccccc2O1 (configuration not stated) | 39.7%
Cc1ncc([N+](=O)[O-])n1CCOC(=O)c1ccccc1 | -7.7%
COc1cc(/C=N/Nc2ncc(C(F)(F)F)cc2Cl)cc(OC)c1O | -1.0%
O=C(COC(=O)CSc1nnc(-c2ccc(Cl)cc2)o1)Nc1cc(Cl)ccc1Cl | 1.1%[57.5 µM]
O=C(NCCc1cccc(F)c1)/C(=C/c1cccnc1)NC(=O)c1ccccc1 | 8.5%
S=C(NCc1ccco1)Nc1ccc(Br)cc1Cl | -6.9%
CN(C)/N=C1\CCS(=O)(=O)c2sccc21 | -1.7%
N#CCC(=O)N/N=C/c1cc([N+](=O)[O-])ccc1N1CCOCC1 | -0.2%
COC(=O)c1ccc(S(=O)(=O)N2Cc3ccccc3C2)cc1 | -16.2%
CC(OC(=O)Cc1c(F)cccc1Cl)C(=O)NCCC1=CCCCC1 (configuration not stated) | -3.9%
Cc1cccc(-n2c(C)cc(C(=S)N3CCOCC3)c2C)c1C | -0.8%
Cc1ccc(Cl)c(OCC(=O)OCC(=O)NC2CCCc3ccccc32)c1 (configuration not stated) | -4.6%
CC(=C\C(=O)O)/C(=C/c1ccco1)C(=O)O | -12.8%[57.5 µM]
CC(C)Cc1nnc(NC(=O)c2cc3c(s2)CCC3)s1 | -0.5%[57.5 µM]
CCOC(=O)c1oc2ccc(/C=N/O)c(Cl)c2c1C | -2.4%
CCOC(=O)c1oc2ccc(CNC(C)(C)C)c(Cl)c2c1C | 3.3%
N/C(Cc1cccc2ccccc12)=N\O | -9.8%[57.5 µM]
CNC(=S)N1CCN=C1Nc1nc(C)cc(C)n1 | -5.8%
C=CCn1c(SCc2nc3cc(C(F)(F)F)ccc3c(=O)[nH]2)nc2sc(CC)cc2c1=O | 0.6%
COc1cc2nc(CN3CCN(S(=O)(=O)c4ccc(C)c(C)c4)CC3)[nH]c(=O)c2cc1OC | -2.0%
N#CC(C#N)=C1c2cc(S(N)(=O)=O)ccc2-c2ccc(S(N)(=O)=O)cc21 | 6.6%
CN(Cc1cccs1)C(=O)c1ccc(S(=O)(=O)NCc2ccco2)cc1 | -8.5%[57.5 µM]
CCOc1ccc(N2C(=O)Nc3ccccc3C2(O)C(=O)NCc2ccc(C)cc2)cc1 (configuration not stated) | 0.0%
N#Cc1c2n(c(=S)n(-c3ccccc3[N+](=O)[O-])c1=O)CCCCC2 | -2.2%
COc1ccc(CNC(=O)Cn2nnc(-c3ccc(NC(=O)C4CCCCC4)cc3)n2)cc1 | 5.3%
CCOC(=O)Cc1csc(NC(=S)NC(=O)c2cccc([N+](=O)[O-])c2)n1 | -5.6%
O=S(=O)(Nc1c(S(=O)(=O)c2ccccc2)c2nc3ccccc3nc2n1C1CCCCC1)c1ccccc1 | -2.1%
CC(=O)Nc1cccc(/C(C)=N/Nc2nc3ccccc3s2)c1 | ?

Of the compounds above, two contain a COOH group:
SMILES | ERK EGF inh
COc1cc2cc(C(=O)O)[nH]c2c(OC)c1OC | -2.3%[57.5 µM]
CC(=C\C(=O)O)/C(=C/c1ccco1)C(=O)O | -12.8%[57.5 µM]

(next part)
SMILES | ERK EGF inh
CCOC(=O)Nc1ccc2c(c1)N(C(=O)N1CCN(C)CC1)c1ccccc1CC2 | -5.4%
COc1ccc(C(c2c(O)nc(SC)n(C)c2=O)c2c(O)nc(SC)n(C)c2=O)cc1O | -12.0%
N#Cc1c(N)nc(N)nc1Nc1ccc(Br)cc1 | 1.3%[57.5 µM]
CCCCNC(=S)NNC(=O)c1c(C)nc2ccccn12 | -4.0%
NS(=O)(=O)c1ccc(CCNCc2cc(Br)ccc2OCc2ccccc2F)cc1 | -28.9%[57.5 µM]
COc1cccc2sc(NNC(=O)c3nc4ccccc4s3)nc12 | ?
CSc1nc(-c2ccc(F)cc2)cc(=O)[nH]1 | -4.4%
Cc1ccc(N=C2NC(=O)/C(=C/c3cccn3C)S2)cc1C | 2.9%[57.5 µM]
COC(c1ccccc1)c1nnc(CCC(=O)N2CCN(CCOc3ccccc3)CC2)o1 (configuration not stated) | 1.5%
CC1CN(c2ccc([N+](=O)[O-])cc2C#N)CC(C)O1 (configuration not stated) | 9.1%
Cc1sc(NC(=O)C2CC(Cl)=CCC2C(=O)O)c(C#N)c1C (configuration not stated) | 2.2%
CCCCNC(=O)CNC(=S)N(Cc1ccccc1F)C1CCCCC1 | 4.0%
O=c1[nH]c(SCc2ccccc2F)nc2ccccc12 | -5.3%
O=C(NCCCn1ccnc1)c1cc(C(=O)C2CCCCC2)c[nH]1 | 5.0%
O=C(NNc1ccccn1)C(=O)NNS(=O)(=O)c1ccc(F)cc1 | -1.2%
C=CCSc1nnc(Cn2c(=O)sc3ccccc32)n1C | 1.6%
CCOC(=O)C1(Cc2cccc(Cl)c2)CCCN(CCO)C1 (configuration not stated) | -0.4%
Cc1cccc(NC(=O)C2(c3ccccc3)CCOCC2)c1 | -4.6%[57.5 µM]
O=C(CCC1CCCN(C(=O)CCC(F)(F)F)C1)NCc1ccc(F)c(F)c1 (configuration not stated) | 8.1%
CC(C)[C@@H](CC(=O)N[C@@H]1CCCC[C@H]1C(=O)N[C@H](CC(=O)N[C@@H](CCC(=O)O)CC(=O)O)Cc1c[nH]c2ccccc12)NC(=O)C[C@H](CO)NC(=O)[C@@H]1CNCC[C@H]1N | -18.9%
COc1ccccc1C(=O)N/C(=C\c1ccccc1)C(=O)NC(C)C(=O)O (configuration not stated) | 9.3%
CCN(CC)C(=O)C(=O)c1ccn(-c2c(C)csc2C(=O)OC)c1 | -4.9%
CC(C)CC(NC(N)=O)C(=O)OCC(=O)Nc1ccc(SC(F)F)cc1 (configuration not stated) | -0.7%
OCC1CCCN(c2ncnc3scc(-c4ccccc4)c23)C1 (configuration not stated) | -3.6%
CC(OC(=O)c1ccc(Cl)nc1)C(=O)NC(C)(C)C (configuration not stated) | -6.7%
COc1ccc(NC(=O)N2CCCC3(CCN(C(=O)c4ccco4)CC3)C2)cc1 | 0.6%
CCc1nc(-c2ccc(-c3ccc(OC)cc3)nc2OC)no1 | -1.6%
COc1ccc(C(C)=O)cc1COc1ccc(Cl)cc1Cl | 1.7%[57.5 µM]
O=C(O)c1cn(C2CCCCC2)c2ccccc2c1=O | -2.3%[57.5 µM]
O=S1(=O)C=CC(c2ccccc2)C1 (configuration not stated) | -4.7%[57.5 µM]
CCN1CCc2c(OCc3ccccc3)cccc2C1=O | -2.8%
CCCOc1ccc(NC(=O)CC2C(=O)N(C)C(=S)N2Cc2ccc3c(c2)OCO3)cc1 (configuration not stated) | 2.6%
COc1cc(Cl)ccc1NC(=S)N(CCN(C)C)C(C)c1ccncc1 (configuration not stated) | -6.7%[57.5 µM]
Cc1ccc(C2N3CC4([N+](=O)[O-])CN2CC([N+](=O)[O-])(C3)C4(C)C)cc1 (configuration not stated) | 0.5%
O=C(COC(=O)/C=C/c1ccc2c(c1)OCO2)Nc1ccccc1 | 4.2%
CCN(CC)S(=O)(=O)c1ccc(NC(=O)c2ccc(Sc3nncn3C)c([N+](=O)[O-])c2)cc1 | 3.2%
CCc1ccccc1NC(=O)CN(C)C(=O)Cn1cc(C(F)(F)F)cc(Cl)c1=O | 1.3%
Cc1ccc(O)c(C(=O)c2cnc3c(c2)c(C)nn3-c2ccccc2)c1 | -10.2%
COc1cc([N+](=O)[O-])ccc1NC(=S)NCc1ccccn1 | -6.7%
COc1cccc(C(=O)NNC(=O)CCC(=O)O)c1 | -10.6%[57.5 µM]
CS(=O)(=O)N(CC(=O)NCC1CCCO1)c1cccc(Cl)c1 (configuration not stated) | 3.6%

Filtered by structure, the compounds so far containing bromine
SMILES | ERK EGF inh
C#CCNC(=O)C1=C[C@H](c2ccc(Br)cc2)C[C@H](OCc2ccc(CO)cc2)O1 | -3.4%[57.5 µM]
CN(C)c1ccc(/C=N/n2c(-c3ccccc3Br)n[nH]c2=S)cc1 | 13.9%[57.5 µM]
COCCOC(=O)c1c(C)oc2cc(Br)c(OCC(N)=O)cc12 | -2.4%
S=C(NCc1ccco1)Nc1ccc(Br)cc1Cl | -6.9%
N#Cc1c(N)nc(N)nc1Nc1ccc(Br)cc1 | 1.3%[57.5 µM]
NS(=O)(=O)c1ccc(CCNCc2cc(Br)ccc2OCc2ccccc2F)cc1 | -28.9%[57.5 µM]
